CHO parental Ca = counter-screen: ATP calcium response change in parental CHO cells. parental CHO-K1, ATP-induced calcium, Fluo-8 fluorescence. inhibition, % at 5.6 µM. actives 0.63% (n = 330,000);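 active = inhibition above that plate's mean sample inhibition plus 3 SD, cut at about 26% in these data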;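 also: 0% = ATP-challenged DMSO wells and 100% = DMSO wells without ATP; some compounds past the cut are filed as inactive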
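material = parental CHO cells | also added = ATP as calcium-mobilizing challenge | dosing = single point at 5.6 µM | detection = intracellular calcium via Fluo-8 no-wash fluorescent dye | read-out = % inhibition | benchmarks = low control ATP plus DMSO, high control DMSO only | repeats = one well per compound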
TAAR1 agonist = human TAAR1 agonism. AID 624467. CHO RD-HGA16 TAAR1, Fluo-8 calcium fluorescence; vehicle wells 0%, saturating PEA agonist 100%. actives 0.99% (n = 360,000). activation, % at 3 µM. Q96RJ0;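 active = activation above the mean activation of all test compounds in the run plus 3 SD, cut at about 38% in these data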
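System: CHO-derived RD-HGA16 cells with stable Gα16 and human TAAR1. Times: 17-24 h plating, Fluo-8 75 min 37 °C, 30 min RT. Measured by: calcium-sensitive Fluo-8 signal, excitation 470-495, emission 515-575 nm. Read-out basis: % activation relative to PEA EC100 response. Control set: DMSO and PEA EC100. Repeats: no replicates (n 1).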
V1aR counter = activates human V1a receptor in oxytocin agonist counter-screen; P37288; CHO-V1R cells, Fluo-8 calcium fluorescence, agonist mode; 0% DMSO, 100% 3 nM vasopressin; activation, % at 3 µM; actives 0.25% (n = 320,000); AID 2797;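 active = activation above the mean activation of all tested compounds plus 3 SD, per screening run, cut at about 20% in these data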;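 also: signal is peak over basal fluorescence ratio across a 100 second FLIPR read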
Target sequence (P37288 whole entry, looked up): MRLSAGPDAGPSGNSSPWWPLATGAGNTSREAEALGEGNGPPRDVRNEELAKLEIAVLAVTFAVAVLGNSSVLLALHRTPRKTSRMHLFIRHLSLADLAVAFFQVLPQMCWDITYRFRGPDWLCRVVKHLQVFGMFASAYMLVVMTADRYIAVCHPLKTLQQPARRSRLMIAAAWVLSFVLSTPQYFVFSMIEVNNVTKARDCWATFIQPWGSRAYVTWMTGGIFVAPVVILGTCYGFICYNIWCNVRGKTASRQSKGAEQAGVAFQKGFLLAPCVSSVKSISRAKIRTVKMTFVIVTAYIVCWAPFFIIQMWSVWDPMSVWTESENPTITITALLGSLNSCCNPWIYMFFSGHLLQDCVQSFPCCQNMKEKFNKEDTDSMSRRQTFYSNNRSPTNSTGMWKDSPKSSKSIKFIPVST
TAAR1 antagonist = antagonists of human TAAR1; Q96RJ0; CHO RD-HGA16 TAAR1, Fluo-8 calcium fluorescence, antagonist; actives 1.5% (n = 360,000); inhibition, % at 3 µM; AID 624466;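 active = inhibition above a per-plate cutoff, the mean inhibition of test compounds on that plate plus 3 SD, cut at about 49% in these data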;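 also: 0% = DMSO plus EC80 beta-PEA response and 100% = DMSO alone without agonist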
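Test system: RD-HGA16 CHO cells with stable hTAAR1 and Gα16 / Probe or stimulus: EC80 β-phenethylamine stimulus / Times: seeding 17-24 h prior, 75-min 37 °C, 30-min RT dye loading / Detection: Fluo-8 calcium-sensitive fluorescence / Read-out basis: % inhibition scaled between DMSO and EC80 PEA controls / Repeats: singlicate, one well per test compound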
M1 antag = blocks human M1 muscarinic receptor | P11229 | CHO-K1 hM1, Fluo-8 calcium fluorescence, ACh EC80 antagonist | inhibition, % at 3 µM | actives 1.3% (n = 360,000) | AID 588852;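 active = percent inhibition above its own plate's cutoff, namely the mean of that plate's compound wells plus 3 SD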;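 also: peak over basal fluorescence ratio during 140 s after agonist addition; 0% = ACh EC80 plus DMSO and 100% = DMSO alone without agonist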
Target sequence (P11229 whole entry, looked up): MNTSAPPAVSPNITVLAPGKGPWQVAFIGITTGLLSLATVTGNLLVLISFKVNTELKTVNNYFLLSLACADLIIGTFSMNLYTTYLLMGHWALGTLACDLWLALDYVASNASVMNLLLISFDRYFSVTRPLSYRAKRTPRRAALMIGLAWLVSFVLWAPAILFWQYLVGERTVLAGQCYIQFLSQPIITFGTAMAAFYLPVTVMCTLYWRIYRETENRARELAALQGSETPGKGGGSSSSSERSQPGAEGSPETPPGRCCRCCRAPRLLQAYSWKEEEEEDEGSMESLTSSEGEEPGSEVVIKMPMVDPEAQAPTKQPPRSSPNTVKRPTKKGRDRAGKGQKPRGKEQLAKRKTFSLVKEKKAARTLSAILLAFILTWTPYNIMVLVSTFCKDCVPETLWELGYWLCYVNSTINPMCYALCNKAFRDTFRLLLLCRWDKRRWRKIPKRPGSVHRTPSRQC
CHRM1 agonist = human M1 muscarinic receptor agonism; actives 0.33% (n = 360,000); AID 588814; P11229; activation, % at 3 µM; CHO-K1 hM1, Fluo-8 calcium fluorescence, agonist mode; 0% DMSO, 100% acetylcholine EC100;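 active = activation above the run's mean compound activation plus 3 SD, cut at about 16% in these data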;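 also: peak over basal fluorescence ratio within a 140 s kinetic read after compound addition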
CHRM1 PAM = potentiates human M1 receptor response to acetylcholine; actives 0.088% (n = 360,000); activation, % at 3 µM; CHO-K1 hM1, Fluo-8 calcium fluorescence, ACh EC20; 0% = ACh EC20, 100% = maximal ACh; P11229; in the data active = activation above about 19%, passing the limit was not always enough
OXTR potentiate = human OXTR potentiation | P30559 | actives 0.061% (n = 320,000) | activation, % at 3 µM | CHO-OTR cells, Fluo-8 calcium fluorescence, potentiator mode; 0% = oxytocin EC15, 100% = EC100;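 active = activation above that plate's cutoff, the mean activation of tested compounds plus 3 SD, cut at about 6.6% in these data, passing the limit was not always enough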;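 also: 100% uses oxytocin at 75 nM as the full agonist control; some results filed as inactive read as strong as hits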
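Material: human OTR in CHO cells. Compound: 3.0 µM, one dose. Timing: compound 6 min at room temperature before oxytocin, 100 s read. Evaluation: % activation of max/min ratio relative to oxytocin controls. Replication: single well per compound, singlicate. Signal: Fluo-8 calcium dye fluorescence.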
OXTR agonist = activates the human oxytocin receptor | P30559 | actives 0.32% (n = 320,000) | CHO-OTR cells, Fluo-8 calcium fluorescence; normalized: DMSO 0%, oxytocin 100% | AID 2435 | activation, % at 3 µM;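 active = activation above the mean of all tested compounds plus 3 SD, cutoff set per screening run, cut at about 20% in these data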;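 also: peak over basal fluorescence ratio from a 100 s FLIPR kinetic read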
The depositor's hits bear a star; / = no result given.

SMILES	CHO parental Ca	TAAR1 agonist	V1aR counter	TAAR1 antagonist	M1 antag	CHRM1 agonist	CHRM1 PAM	OXTR potentiate	OXTR agonist
O=C(CCCC1=NS(=O)(=O)c2ccccc2N1)N1CCN(c2ccc(Cl)cc2)CC1	-10	6	2.6	11	-10	-2	2	-8	1.2
CCOC(=O)N1C2c3ccccc3C(c3ccccc32)N1C(=O)OCC	/	0	/	-25	-11	-5	8	/	/
CC(Sc1ncccn1)C(=O)Nc1ccc2c(c1)OCO2 (stereo not given)	-4	1	0.0	-5	2	-4	-1	2	1.3
CCN(CC(=O)NCc1ccc(F)cc1)C(=O)Cc1ccc(OC)cc1	-2	1	0.1	-15	7	-3	-1	-6	-1.0
CC(C)C[C@@H]1NC(=O)N(CCCn2ccnc2)C1=O	2	1	0.6	-2	-17	-3	13	-5	0.9
CCOc1ccc(CCNC(=O)CCc2nnc3ccc(N4CCOCC4)nn23)cc1	-10	0	0.2	-11	-3	-6	-1	1	0.2
Cc1cc(C)c(C#N)c(N2CCSCC2)n1	-5	17	-0.2	-2	2	-4	2	-2	-0.5
CC1C/C(=N/NC(=O)c2ccc(CSc3nc4ccccc4[nH]3)cc2)CC(C)(C)C1 (stereo not given)	-12	4	3.6	28	16	-8	-12	-8	1.2
O=C(N/N=C/C(Br)=C/c1ccccc1)c1cnccn1	-2	2	0.4	5	-7	6	8	-6	-0.7
O=C(Cc1c(F)cccc1Cl)NCCN1CCOCC1	-13	4	-0.1	-19	-4	-4	5	-7	0.1
Cc1c(Br)c([N+](=O)[O-])nn1CC(=O)NCc1cccs1	-9	10	-0.5	6	-4	-5	2	-4	-0.8
S=C(Nc1ccccc1)N1CCN(C2CCCCC2)CC1	-4	7	1.0	-1	-4	-6	2	-2	0.8

Single records (already shown):
Results for CC1C/C(=N/NC(=O)c2ccc(CSc3nc4ccccc4[nH]3)cc2)CC(C)(C)C1 (stereo not given) = CHO parental Ca: -12; TAAR1 agonist: 4; V1aR counter: 3.6; TAAR1 antagonist: 28; M1 antag: 16; CHRM1 agonist: -8; CHRM1 PAM: -12; OXTR potentiate: -8; OXTR agonist: 1.2
Results for CCOC(=O)N1C2c3ccccc3C(c3ccccc32)N1C(=O)OCC = CHO parental Ca: /; TAAR1 agonist: 0; V1aR counter: /; TAAR1 antagonist: -25; M1 antag: -11; CHRM1 agonist: -5; CHRM1 PAM: 8; OXTR potentiate: /; OXTR agonist: /

(continued)
SMILES	CHO parental Ca	TAAR1 agonist	V1aR counter	TAAR1 antagonist	M1 antag	CHRM1 agonist	CHRM1 PAM	OXTR potentiate	OXTR agonist
COc1ccc(C(=O)Nc2ccc(N3CCN(C(=O)C(C)C)CC3)cc2)cc1[N+](=O)[O-]	-2	9	-0.8	-17	-3	-5	2	-6	1.1
Cc1cc(S(=O)(=O)N2CCCC(N(C)CCc3ccccn3)C2)c(C)s1 (stereo not given)	-19	9	-0.7	-20	12	-7	-10	0	-0.5
CCOc1ccc(S(=O)(=O)NCc2cccnc2)cc1	-14	1	3.4	7	-19	0	11	0	0.7
CN(C)C(=O)Cn1c(SCC(=O)NCc2ccc3c(c2)OCO3)nc2ccccc21	0	3	-0.8	-31	-7	-3	-5	-7	-0.3
COC(=O)c1cnc(Oc2ccc(NC(=O)NC(=O)c3c(F)cccc3Cl)cc2)cc1C(F)(F)F	-13	2	5.0	-31	-11	-3	7	-6	0.7
COc1cc(/C=N/NC(=O)c2ccncc2)ccc1OCCN1CCCCC1	3	1	1.1	-20	3	-6	-8	-2	1.8
Cc1cc(S(=O)(=O)Nc2ccc3ccccc3c2)c(C)s1	-7	0	0.1	15	14	-8	-13	-6	-0.1
O=C(Cn1nc(-c2ccc(N3CCOCC3)c([N+](=O)[O-])c2)c2ccccc2c1=O)N1CCCCC1	-14	5	-0.3	8	-6	-3	14	-9	-0.8
CCC(C)(C(=O)NC1CCCC1)N(Cc1cccs1)C(C)=O (stereo not given)	-3	1	0.3	1	-21	-1	5	1	0.5
CCOc1ccccc1C(=O)NC1CC2CCCC(C1)N2Cc1nnnn1Cc1ccco1 (stereo not given)	-26	9	14	4	4	-3	6	-7	-2.2
CCCC(=O)Nc1ccccc1NC(=O)c1ccc(OC(C)=O)cc1	1	2	-0.1	-14	-21	-2	10	-7	-1.0
O=C(c1cccs1)N(Cc1cc2ccccc2[nH]c1=O)c1ccccc1	-21	3	1.8	-7	3	-7	-3	-8	1.0
CC1=C(C(=O)Nc2ccccc2)C(c2ccc(C)o2)n2c(s/c(=C/c3ccccc3)c2=O)=N1 (stereo not given)	-19	0	0.0	-11	-2	-1	5	-9	0.9
O=C(NCc1cccnc1)Nc1ccc(Cl)cc1Cl	-10	-1	0.3	-4	-11	-3	4	2	-0.8
COc1ccc(NC(=O)c2ccc(S(=O)(=O)N3CCCCC3)cc2)c(OC)c1	-20	-2	0.9	-8	0	-4	0	-6	1.5
Cc1ccc(S(=O)(=O)NCCC(=O)Nc2nnc(C3CC3)s2)cc1C	-14	8	-0.4	-8	9	-5	-5	-19	-1.4
COc1ccc(/C=N/N=C2/SCC(=O)N2Cc2ccccc2)cc1	14	1	2.8	-4	12	4	-5	-5	4.2
COc1cc(/C=N/O)ccc1OCc1ccccc1Cl	-19	-1	-1.0	-17	-6	-6	4	0	-0.5
CCC(CO)Nc1ccn2nc(-c3cccs3)cc2n1 (stereo not given)	/	3	/	-13	-5	-1	0	/	/
CCn1c(C)cc(/C=C2\NC(=O)N(CC(=O)Nc3ccc(F)cc3)C2=O)c1C	4	-1	-1.2	5	-4	-2	4	-5	-0.2
Cc1ccc(C(=O)NCC(=O)N2CCC(Cc3ccccc3)CC2)cc1	-10	-1	0.2	1	-14	-4	6	-5	-1.8
CC(C)(C)NC(=O)c1ccc(Sc2ccccc2)c([N+](=O)[O-])c1	-2	-3	-1.2	0	8	-5	-8	-7	-2.1
Cc1ccc2cc(CCNC(=O)c3ccco3)c(=O)[nH]c2c1	-8	6	0.8	-14	-13	-3	8	1	0.3
O=C1/C(=C/c2cccnc2)SC(=S)N1N1CCOCC1	-9	0	0.1	-14	-12	-4	7	-1	-0.2
Fc1ccc(C2C3=C(Nc4ncnn42)c2ccccc2OC3c2ccncc2)cc1 (stereo not given)	-18	12	0.4	1	7	-4	0	-7	2.3
Cc1cccc(CN2CCN(C(=O)CCc3nnc(C4CCCCC4)o3)CC2)c1	-29	4	2.4	-6	-14	-7	3	-8	-0.2
CCc1nc2ccc(C(=O)NCCOc3ccc(OC)cc3)cn2c1N(C)C(=O)C1CCCCC1	/	1	/	-7	-9	-5	1	/	/
CN(C)C(=O)CN1C(=O)NC(c2ccccc2)(c2ccccc2)C1=O	-11	5	0.2	-20	-16	-1	12	-4	0.4
O=C(NCC(=O)N(c1cccnc1)C(C(=O)NC1CCCC1)c1cccs1)c1ccco1 (stereo not given)	-5	4	3.3	-1	6	-2	-6	-5	-0.7
O=C(C=Cc1ccc2c(c1)OCO2)C1CC1	/	0	/	-16	-16	-3	6	/	/
CCC1(c2ccccc2)NC(=O)N(CC(=O)N2CCN(S(=O)(=O)c3ccccc3)CC2)C1=O (stereo not given)	-9	1	-0.1	-2	-2	-8	6	7	-0.5
COc1cc2nc(C3CC3)n(NC(=O)c3ccc(Cl)cc3)c(=O)c2cc1OC	-18	3	0.1	3	-5	-4	-2	-6	-0.4
O=C(NCCO)C1(c2ccc(Cl)cc2)CCCC1	-7	2	-0.4	-1	-6	-7	4	3	0.2
CCN(C(=O)CN1CCCCCC1)c1c(N)n(Cc2ccccc2)c(=O)[nH]c1=O	-10	1	1.1	-4	-8	-1	9	2	2.1
COc1ccc(CC(=O)N2CC(C)CC(C)C2)cc1 (stereo not given)	-5	6	0.3	2	-29	-4	2	-3	-1.2
COc1ccccc1-c1cn[nH]c1-c1ccc(OCc2ccccc2)cc1O	-2	0	0.8	6	-14	-3	12	-20	-1.1

Eleven entries from above, ordered by formula weight, rising.
SMILES	CHO parental Ca	TAAR1 agonist	V1aR counter	TAAR1 antagonist	M1 antag	CHRM1 agonist	CHRM1 PAM	OXTR potentiate	OXTR agonist
O=C(NCCO)C1(c2ccc(Cl)cc2)CCCC1	-7	2	-0.4	-1	-6	-7	4	3	0.2
COc1cc(/C=N/O)ccc1OCc1ccccc1Cl	-19	-1	-1.0	-17	-6	-6	4	0	-0.5
O=C(NCc1cccnc1)Nc1ccc(Cl)cc1Cl	-10	-1	0.3	-4	-11	-3	4	2	-0.8
CC(Sc1ncccn1)C(=O)Nc1ccc2c(c1)OCO2 (stereo not given)	-4	1	0.0	-5	2	-4	-1	2	1.3
Cc1cc(S(=O)(=O)Nc2ccc3ccccc3c2)c(C)s1	-7	0	0.1	15	14	-8	-13	-6	-0.1
CC(C)(C)NC(=O)c1ccc(Sc2ccccc2)c([N+](=O)[O-])c1	-2	-3	-1.2	0	8	-5	-8	-7	-2.1
CN(C)C(=O)CN1C(=O)NC(c2ccccc2)(c2ccccc2)C1=O	-11	5	0.2	-20	-16	-1	12	-4	0.4
CCn1c(C)cc(/C=C2\NC(=O)N(CC(=O)Nc3ccc(F)cc3)C2=O)c1C	4	-1	-1.2	5	-4	-2	4	-5	-0.2
Cc1cccc(CN2CCN(C(=O)CCc3nnc(C4CCCCC4)o3)CC2)c1	-29	4	2.4	-6	-14	-7	3	-8	-0.2
COc1cc2nc(C3CC3)n(NC(=O)c3ccc(Cl)cc3)c(=O)c2cc1OC	-18	3	0.1	3	-5	-4	-2	-6	-0.4
CN(C)C(=O)Cn1c(SCC(=O)NCc2ccc3c(c2)OCO3)nc2ccccc21	0	3	-0.8	-31	-7	-3	-5	-7	-0.3

Next structures:
SMILES	CHO parental Ca	TAAR1 agonist	V1aR counter	TAAR1 antagonist	M1 antag	CHRM1 agonist	CHRM1 PAM	OXTR potentiate	OXTR agonist
CCOC(=O)Cc1csc(NC(=O)c2ccc(N3CCOCC3)cc2[N+](=O)[O-])n1	-9	20	9.2	55*	11	2	-9	-9	9.5
COc1ccc(N/C=C2\CCc3ccccc3C2=O)cc1	3	9	-0.4	12	0	-3	4	-6	0.2
COc1ccc(/C=C(\C#N)C(=O)OCC(=O)NC(=O)NCCC(C)C)cc1	-11	-3	-0.1	-16	-8	-5	4	-2	0.3
COc1ccc(CCNC(=O)CSc2nnc(NC(C)=O)s2)cc1OC	-6	1	-0.1	-2	-12	-4	17	-1	-0.1
COc1ccccc1CNC(=O)C1CCC(=O)N1C(C)C (stereo not given)	-12	8	-0.7	-10	-4	-6	2	-10	-0.5
